# Compound activity deposited in PubChem BioAssay by National Center for Advancing Translational Sciences (NCATS).
# S3 lipid droplet = qHTS Assay for Lipid Storage Modulators in Drosophila S3 Cells. Drosophila S3 cells, BODIPY lipid droplet fluorescence, 18-24 h; cells fed with added oleic acid. lipid storage change, negative = inhibition, % at the top dose, mostly 46.1 µM; hits show Potency in µM. actives 0.64% (n = 320,000). AID 2685; active means well fitted inhibition curve with a large enough effect in the signal ratio, with a control signal flat, not every such curve was filed as active; inconclusive means small, poorly fitted or top-dose-only effect, or effect the other way, or a change in a side signal; the % refers to the signal ratio
#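 Drosophila S3 cells got compounds at several concentrations plus oleic acid (400 uM solution). Laser-scanning cytometry with 488 nm excitation read lipid droplets at 500-530 nm and cells at 575-640 nm. Percent activity was relative to 20 uM Triacsin C.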
# S3 lipid droplet cell count max = further read-out of S3 lipid droplet, marked with its call; cell number change, %; measured here: cell count max response;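 cells counted by Cell Tracker Red CMTPX staining in the red channel; peak over a dose series mostly up to 46.1 µM; percent activity relative to internal control wells on each plate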
# Active calls of the source: *; i = inactive; ? = inconclusive; . = no result given; [ ] = remark or other dose. On the % scale 0 is the no-effect control and ±100 the full control effect; potency means the concentration at half of the fitted maximal effect. Some of the compounds tested (hit frequency here may not be typical).
SMILES | S3 lipid droplet | S3 lipid droplet cell count max
COCCNC(=O)COC(=O)c1ccc(OCC(=O)Nc2ccccc2OC)c(OC)c1 | ? | .
CC1CCN(S(=O)(=O)c2ccc3c(c2)N(CC(=O)NCCCN2CCCC(C)C2)C(=O)CS3)CC1 (stereo unspecified) | 1% | .
CCCC1=C(C(=O)OCC)C(c2cc(Cl)cc(OC)c2OCc2ccccc2)NC(=O)N1 (stereo unspecified) | -6% | 19
O=C(c1ccco1)N1CCN(C(=O)c2oc(=O)c3ccccc3c2-c2ccccc2)CC1 | ? | .
CCN1CCN(C(c2cccs2)C(C)NS(=O)(=O)c2ccc(Br)cc2)CC1 (stereo unspecified) | 3% | -21
Cc1ccccc1CS(=O)(=O)c1ccc(C(=O)N2CCC(C)CC2)cc1[N+](=O)[O-] | 4% | 9
O=CNC1CCCc2c1[nH]c1ccc(Cl)cc21 (stereo unspecified) | -5% | -18
COc1ccc(/C=N/n2cnnc2SCc2ccc(OC)cc2)cc1 | ? | .
Cc1ccc(SCC(=O)OCC(=O)N(CCC#N)c2ccccc2)cc1 | 5% | 10
CCOc1cccc(C(=O)Nc2cccnc2)c1 | 23% | 1
Cc1ccc2c(C)c(C(=O)NCC(C)(C)N3CCOCC3)oc2c1C | ? | .
Cc1cc(CCN2CCC(=O)NC2=S)ccc1OC(C)C | ? | .
COc1cccc(C2NC(CCSC)(C(=O)O)C3C(=O)N(C(C)C)C(=O)C23)c1O (stereo unspecified) | -1% | 5
O=C(CSc1nnc2ccccn12)NNC(=O)c1cccc([N+](=O)[O-])c1 | 10% | 6
O=C(CC1C(=O)NCCN1Cc1cccc(Oc2ccccc2)c1)NCCc1ccncc1 (stereo unspecified) | 6% | .
O=C(c1ccco1)N1CCCN(Cc2nc(-c3cccs3)no2)CC1 | ? | .
CC(=C/c1ccc(C(C)C)cc1)/C=N/NC(=O)c1ccncc1 | 1% | -8
Cc1ccc(S(=O)(=O)N2CCC(=O)N(C(COCc3ccc(Cl)cc3)Cc3ccccc3)CC2)cc1 (stereo unspecified) | ? | .
CCCCn1c(CN2CCN(C(=O)OCC)CC2)nc2c1c(=O)n(C)c(=O)n2C | 14% | 12
Cc1cnc(C(=O)OCC(=O)NC(=O)NC(C)C)cn1 | -15% | -16
CCC(CC)c1nnc(NC(=O)CCc2ccccc2OC)s1 | i | 14
CCOc1ccc(Br)cc1/C=N/O | ? | .
O=C(c1cccc(F)c1)N1CCN(C(=O)C2CC2)CC1 | ? | .
COc1ccc(Cl)cc1-c1nc(-c2ccc(Br)o2)no1 | ? | .
Cc1ccc(-c2nnc(COC(=O)c3ccco3)o2)cc1 | i | 10
CSc1nnc(C2CCN(CC(=O)Nc3ccccc3N3CCOCC3)CC2)n1C(C)C | ? | .
COCCN1CCN(C(=O)c2ccc3oc(CCCc4ccccc4)nc3c2)CC1 | -9% | 1
CC1(C)Cc2c(sc3c2c(=N)n(Cc2ccco2)c(=O)n3Cc2ccc(Cl)cc2)CO1 | -7% | -26
COc1ccc(-c2cc3c(=O)n(CC(=O)NCCCN4CCC(Cc5ccccc5)CC4)ncn3n2)cc1 | i | 3
O=C(Nc1ccc(O)cc1)c1ccc(C(=O)c2ccccc2)o1 | 15% | -22
Cc1ccc(NC(=S)NCc2ccccc2Cl)c(C)c1 | ? | .
Nc1ccc(S(=O)(=O)c2ccccc2)nc1 | ? | .
O=C(COC(=O)Cc1ccc(S(=O)(=O)N2CCOCC2)s1)NCCc1ccccc1 | ? | .
CCOc1ccc(NC(=NCc2ccc3c(c2)OCO3)SC2CC(=O)N(c3ccc(OCC)cc3)C2=O)cc1 (stereo unspecified) | -5% | 2
Cc1cc(Cl)c(S(N)(=O)=O)cc1OCC(=O)NC1CCCCC1 | 8% | .
N#CCCN(Cc1ccccc1)C(=O)Nc1ccccc1 | -16% | 5
CCCCC(=O)Nc1cc(-c2nc3ncccc3o2)ccc1C | ? | .
CCN(CC)S(=O)(=O)c1cccc(-c2nnc(SCC(N)=O)n2CCc2ccccc2)c1 | 1% | -3
O=C(/C=C/c1ccccc1)NNC(=O)c1cccc(Cl)c1 | 2% | 11
Cc1ccc(S(=O)(=O)CC(=O)N2CCCC2)cc1 | 0% | -4
O=C(Nc1ccc(Cc2ccncc2)cc1)C1CCC(N2C(=O)C3CCCCC3C2=O)CC1 (stereo unspecified) | ? | .
COc1ccc(/C=N/N2C(=O)C3C4C=CC(C4)C3C2=O)cc1[N+](=O)[O-] (stereo unspecified) | -5% | 15
COc1ccc(CCNC(=O)CSc2ccc(-c3ccco3)nn2)cc1OC | -6% | 4
Cc1ccc(C(=O)N2CCN(c3ncccn3)CC2)c(C)c1 | ? | .
CC1=NN(c2ccccc2)C(=O)C1N=Nc1ccc(S(N)(=O)=O)cc1 (stereo unspecified) | 6% | 5
COc1ccc(N(C(=O)CNC(=O)c2cccs2)C(C(=O)NC2CCCC2)c2ccncc2)cc1 (stereo unspecified) | ? | .
Cn1c(CO)cnc1SCC(=O)c1ccc(F)cc1 | -6% | -6
C/C(=N\NC(=O)c1ccncc1)c1cc2ccccc2o1 | i | .
COC(=O)CN(C(=S)Nc1ccc(Cl)cc1)C1CC(=O)N(c2ccc(OC)cc2)C1=O (stereo unspecified) | -8% | -10
Cc1cc(NC(=O)CCC(=O)N(CCC(C)C)C(C(=O)NC2CCCC2)c2cccnc2)no1 (stereo unspecified) | ? | .

# The list goes on:
SMILES | S3 lipid droplet | S3 lipid droplet cell count max
CCC1(CC)C(=O)NC(=O)NC1=NCCc1ccc(O)cc1 | ? | .
COCCOC(=O)c1c(C)oc2ccc(NS(=O)(=O)c3ccc(C(=O)O)cc3)cc12 | ? | .
CCN1CCN(c2ccccc2NC(=O)C(C)Oc2ccc(C(C)=O)cc2)CC1 (stereo unspecified) | 18µM* | -14*
COc1ccc2[nH]c(O)c(NC(C)=O)c2c1 | 8% | -8
CCc1nn2c(=O)cc(COc3ccc(/C=C4\C(=N)N5N=C(C)SC5=NC4=O)cc3)nc2s1 | 1% | 10
Cc1ccc(-c2nnn(CC(=O)N3CCN(c4ccccc4)CC3)n2)o1 | ? | .
CCN(C(=O)COC(=O)C1=COCCO1)c1c(N)n(Cc2ccccc2)c(=O)[nH]c1=O | -2% | -2
CC(=O)NN1C(=O)/C(=C\c2ccc(C)cc2)SC1=S | 13% | -16
COc1cc(NC(=O)C2CCCCN2)ccc1OCC(C)C (stereo unspecified) | ? | .
CC1CN(C(=O)CSc2nnc(-c3ccncc3)n2-c2ccccc2)CC(C)O1 (stereo unspecified) | i | .
O=C(Nc1ccc(CN2CCOCC2)cc1)c1cccc(F)c1 | i | .
CCOC(=O)Cc1nn(CC)c(=O)c2ccccc12 | 14% | 9
COc1ccc(C2=Nn3c([n+](C)c4ccccc43)SC2)cc1 | ? | .
CCC(C)NC(=O)c1cc(-c2cccs2)nc2ccccc12 (stereo unspecified) | ? | .
O=C(OCC1CC(c2ccccc2Cl)=NO1)c1ccc(Br)cc1 (stereo unspecified) | 9% | 13
CC(NC(=O)CSc1nnc2n1CCCCC2)c1ccccc1Cl (stereo unspecified) | ? | .
O=C(CCCn1c(SCC(=O)Nc2ccccc2C(F)(F)F)nc2ccccc2c1=O)NCC1CCCO1 (stereo unspecified) | ? | .
O=c1cc(CN2CCCCCC2)nc2sccn12 | 0% | 12
COc1cc2c(cc1OC)C(C(=O)NCCN1CCOCC1)C1c3ccccc3CCN1C2=O (stereo unspecified) | -13% | -9
CCOC(=O)c1c(C)[nH]c(C(=O)CN2C(=O)C(=O)N(CC(C)C)C2=O)c1C | ? | .
COc1ccc(S(=O)(=O)N(C)CC(=O)NC2CCCCC2)cc1Cl | ? | .
COc1cc2c(cc1OC)CN(C(=O)/C=C/c1cccs1)CC2 | -12% | 1
Cc1[nH]nc2c1C(c1cccs1)C1=C(CC(C)(C)CC1=O)N2 (stereo unspecified) | -22% | -27
CS(=O)(=O)NNC(=O)c1csc(Cc2c(Cl)sc3ccc(Cl)cc23)n1 | ? | .
CCn1c(SCC(=O)Nc2ccc(F)cc2)nnc1-c1cnccn1 | ? | .
CC1=NN(C(C#N)c2ccc(F)cc2)C(C)(C)C1 (stereo unspecified) | -2% | 4
COC(=O)c1ccc(C23CC4(C2)[C@H](CN(CC2CCCCC2)[C@@H]4c2ccccc2)C3c2ccc(C(F)(F)F)cc2)cc1 (stereo partly specified) | 2% | -7
CC1CCCC(NC(=O)COC(=O)CN2C(=O)C3CCCCC3C2=O)C1C (stereo unspecified) | 5% | 2
Cc1ccc(C)c(NC(=O)Cc2nc(CNCC(C)C)cs2)c1 | ? | .
CS(=O)(=O)c1ccc(Cl)c(NC(=O)Cc2c(Cl)cccc2Cl)c1 | ? | .
Cc1ccc2c(c1)C(=O)CC(O)(C(F)F)O2 (stereo unspecified) | ? | .
CCCn1c(SCC(=O)NCc2ccc(OC)cc2)n[nH]c1=O | -17% | 6
CC(C)CCNC(=O)c1ccc(Cl)c(N)c1 | ? | .
O=C(NCc1ccccc1Cl)c1ccncc1 | -6% | 2
Cc1cccc(OCC(=O)N(Cc2ccccc2)c2c(N)n(Cc3ccccc3)c(=O)[nH]c2=O)c1 | ? | .
COc1ccc2c(=O)c(C(=O)NCCc3ccccc3)c[nH]c2c1 | ? | .
NS(=O)(=O)c1cccc(NC(=O)CN2CCC(Cc3ccccc3)CC2)c1 | -14% | -14
O=[N+]([O-])c1cc(C(F)(F)F)ccc1N1CCN(CCO)CC1 | ? | .
O=C(NCc1ccc(N2CCCC2=O)cc1)c1cn(Cc2ccccc2)nn1 | ? | .
Cc1ccnc(NS(=O)(=O)c2ccc(NC(=O)c3cc(-c4ccccc4)nc4ccccc34)cc2)n1 | ? | .
CCOc1ccccc1NC(=S)Nn1cnnc1 | ? | .
CCOC(=O)C1CCN(C(=O)Nc2c(-c3ccccc3)noc2C)CC1 | ? | .
O=c1cc(O)n(-c2ccccc2F)c(=S)[nH]1 | ? | .
CN1CCCN(Cc2cccc3ccccc23)CC1 | i | -1
O=C(CN1N=C(c2ccccc2)CCC1=O)NCc1ccccc1 | 2% | 11
CCn1c(=O)[nH]c2cc(C(=O)Nc3cc(C)cc(C)c3)ccc2c1=O | ? | .
COC(=O)c1ccc(C2C(C#N)=C(N)Oc3cc(N)ccc32)cc1 (stereo unspecified) | ? | .
Cc1nc(N2CCN(c3ccc(Cl)cc3)CC2)[nH]c(=O)c1C | ? | .
Cc1cccc(-c2nc3c(s2)CCc2onc(-c4ccc(Br)cc4)c2-3)c1 | -15% | .
COCCN(C(=O)c1ccco1)c1nc(-c2ccccc2)cs1 | ? | .

# Later entries.
SMILES | S3 lipid droplet | S3 lipid droplet cell count max
COc1cnc(-c2ccccn2)nc1Oc1ccccc1Cl | ? | .
Nn1c(SCC(=O)Nc2cccc(F)c2)nnc1C1CCCCC1 | ? | .
Cc1ccc([N+](=O)[O-])cc1S(=O)(=O)NCC1COc2ccccc2O1 (stereo unspecified) | i | -6
COc1ccc(NC(=O)c2ccco2)cc1S(=O)(=O)N1CCOCC1 | ? | .
Cc1ccc([N+](=O)[O-])cc1S(=O)(=O)Nc1cccc(-c2ccc(N3CCCC3)nn2)c1 | 1%[0.0737 µM] | .
CCn1cc(CN2CCCC(C(=O)c3ccc(-c4ccccc4)cc3)C2)cn1 (stereo unspecified) | ? | .
O=C(NCCN1CCOCC1)c1cc2cc(Br)ccc2oc1=O | ? | .
O=C(O)c1ccc2c(=O)n3c(nc2c1)/C(=C/c1cccc(Cl)c1Cl)CC3 | i | .
COC(=O)c1ccc(COc2ccc(/C=N/NC(=O)C(=O)Nc3ccc(OC)cc3)cc2OC)o1 | ? | .
CCCN(CC(=O)Nc1ccccc1C)C(=O)c1cn2ccccc2n1 | ? | .
CCN1C(=O)[C@@H]2[C@H](C1=O)[C@@H]1C(=O)Nc3ccccc3C(=O)N1[C@@H]2c1ccccc1 | ? | .
CCOc1ccc2nc(NC(=O)C3CCN(C(=O)c4ccco4)CC3)sc2c1 | ? | .
CC(C)Cc1cc(C(=O)N2CCC(N3CCC(C(=O)NC4CC4)CC3)CC2)n[nH]1 | ? | .
Clc1cccc(Oc2cnc3ccccc3n2)c1 | ? | .
Cc1cc([N+](=O)[O-])ccc1NCc1ccccc1 | ? | .
CC(C)(C)C(=O)NC1CC2CCCC(C1)N2C(=O)Nc1ccccc1Cl (stereo unspecified) | ? | .
